NPSR antagonist: blocks cAMP signaling of the human neuropeptide S receptor | AID 1461 | Q6W5P4 | 1% of 220,000 active | Potency, µM (doses to about 38.3 µM), without a hit: at the highest dose activity change, negative = inhibition, usual class: inhibitors | CHO-NPSR cells, cAMP TR-FRET, antagonist mode; note: potency is the fitted concentration of half-maximal effect; % is set by controls: 0 for no effect and ±100 for the full control effect; nearly all actives have a fitted effect of over 50% in size; many of its hits are not listed in these tables
Target sequence (Q6W5P4 whole entry, looked up): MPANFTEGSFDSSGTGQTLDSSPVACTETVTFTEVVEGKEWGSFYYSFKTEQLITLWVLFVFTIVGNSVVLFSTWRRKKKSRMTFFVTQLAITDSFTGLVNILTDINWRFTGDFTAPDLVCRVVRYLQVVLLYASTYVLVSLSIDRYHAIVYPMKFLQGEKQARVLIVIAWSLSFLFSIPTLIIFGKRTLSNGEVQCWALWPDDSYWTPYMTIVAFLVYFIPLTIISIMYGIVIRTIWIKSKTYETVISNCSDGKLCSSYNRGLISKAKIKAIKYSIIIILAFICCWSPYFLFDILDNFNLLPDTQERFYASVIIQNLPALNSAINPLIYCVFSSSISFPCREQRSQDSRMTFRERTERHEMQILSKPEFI
Tau fibril FP: inhibitors of human tau fibril formation; P10636; K18 P301L tau heparin fibrillization, Alexa594 FP, 6 h; Potency, µM (highest dose often 57.7 µM), for inactives: top-dose activity, negative = inhibition, usual class: inhibitors; 0.39% of 280,000 active; AID 1468; note: potency is the fitted concentration of half-maximal effect; % is set by controls: 0 for no effect and ±100 for the full control effect; nearly all actives have a fitted effect of over 55% in size
Target sequence (P10636 561-689 P618L limits assumed): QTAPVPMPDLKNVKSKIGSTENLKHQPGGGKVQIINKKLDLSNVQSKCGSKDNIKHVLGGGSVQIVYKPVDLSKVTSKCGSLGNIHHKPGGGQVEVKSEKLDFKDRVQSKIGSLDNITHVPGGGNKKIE
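Human tau K18 […] P301L fragment, 15 uM unlabeled plus 0.24 uM Alexa 594-labeled tau (final), with compound and 20 uM heparin in 100 mM sodium acetate pH 7; 6 hr at 37 C, then Alexa 594 FP read.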
Epigenetic reg: regulators of epigenetic silencing causing reporter derepression in mouse cells; AID 1865; murine LDR cells, GFP reporter derepression, 30 h; 0.2% of 280,000 active; Potency, µM (highest dose often 53.9 µM), for the others: top-dose GFP activation, most hits filed as activators; note: potency is the fitted concentration of half-maximal effect; % of control where 0% means no effect; nearly all actives have a fitted effect of over 60% in size
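Murine LDR cells bearing a silenced CMV-driven GFP reporter were exposed to compound for 30 h at 37 C. After PBS washes, GFP-positive cells (20-120 um objects) counted by laser-scanning microplate cytometry.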
CBFb RUNX1 block: inhibitors of human CBF-beta and RUNX1 interaction | 230,000 tested, under 10 active | Q01196+Q13951 | Potency, µM (top dose mostly 59.8 µM), for inactives: top-dose activity, negative = inhibition, most hits filed as inhibitors | AlphaScreen CBFb-His/RUNX1-biotin binding, biochemical; note: % of control where 0% means no effect
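CBFb-His/RUNX1-biotin, 30 nM each, preincubated 20 min RT; compound 15 min RT; Ni + streptavidin beads 50 ng each, 90 min RT; AlphaScreen read.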
TexasRed fluor: Texas Red fluorescence interference in TRb-SRC2 counter-screen | TRb/SRC2 Texas Red total fluorescence interference | Potency, µM (top dose mostly 106 µM), inactives show at the highest dose fluorescence change, negative = quenching | 0.29% of 280,000 active; active = well fitted curve in either direction with a large enough effect; inconclusive = small, poorly fitted or top-dose-only effect; note: potency is the fitted concentration of half-maximal effect; % is set by controls: 0 for no effect and ±100 for the full control effect
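Human TRb ligand-binding domain at 0.6 uM with 20 nM Texas Red SRC2 peptide in Tris buffer containing 1 uM T3 and 5% DMSO, incubated with compound 5 h at ambient temperature. Total fluorescence (555/632 nm) calculated as parallel + 2 × perpendicular.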
TRb-SRC2 inh: disrupts binding of human TR beta to SRC2. Potency, µM (series often up to 106 µM), inactives show at the highest dose activity change, negative = inhibition, usual class: inhibitors. AID 1469. 0.065% of 280,000 active. TRbeta-SRC2 peptide binding, fluorescence polarization; receptor liganded with 1 µM T3;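 note: potency is the fitted concentration of half-maximal effect; plate controls were bound peptide for no effect and peptide without receptor for full effect; nearly all actives have a fitted effect of over 50% in size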
Target sequence (P10828 whole entry, looked up): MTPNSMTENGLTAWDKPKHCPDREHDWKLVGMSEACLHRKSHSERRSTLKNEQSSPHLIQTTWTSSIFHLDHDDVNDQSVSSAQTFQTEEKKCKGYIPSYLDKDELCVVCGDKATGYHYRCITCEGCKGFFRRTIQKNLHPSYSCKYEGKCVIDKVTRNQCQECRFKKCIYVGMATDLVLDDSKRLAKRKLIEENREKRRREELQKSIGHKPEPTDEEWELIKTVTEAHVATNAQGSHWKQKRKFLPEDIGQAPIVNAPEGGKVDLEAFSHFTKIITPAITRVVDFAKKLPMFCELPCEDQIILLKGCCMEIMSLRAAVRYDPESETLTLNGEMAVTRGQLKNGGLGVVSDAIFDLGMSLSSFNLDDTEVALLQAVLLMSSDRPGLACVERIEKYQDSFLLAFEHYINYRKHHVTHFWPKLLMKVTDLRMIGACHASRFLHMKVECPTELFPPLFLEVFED
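Assay buffer: 20 mM Tris-HCl, 100 mM NaCl, 10% glycerol, 1 mM EDTA, 0.01% NP-40, 1 mM DTT, 1 uM T3, 5% DMSO; TRb LBD 0.6 uM, Texas Red SRC2 20 nM; FP after 5 hr.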
Tau fluor counter: counter-screen for tau fibril formation inhibitors; tau K18 P301L (four-repeat tau fragment) Alexa594 fluorescence, heparin fibrillization; AID 1463; Potency, µM (series often up to 57.7 µM), for the others: at the top dose activity change, negative = decrease; 0.93% of 280,000 active; note: potency is the fitted concentration of half-maximal effect; % is set by controls: 0 for no effect and ±100 for the full control effect; nearly all actives have a fitted effect of over 55% in size
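Human K18 P301L tau (15 uM unlabeled plus 0.24 uM Alexa 594-labeled, final) in 100 mM sodium acetate pH 7 was mixed with compound and 20 uM heparin and incubated 6 hr at 37 C.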
aGal spleen mod: inhibits or activates alpha-galactosidase in human spleen homogenate; Potency, µM (doses to about 80 µM), for the others: at the top dose activity change, negative = inhibition, most hits filed as inhibitors; human spleen homogenate, 4MU-alpha-Gal fluorescence, 40 min; AID 2107; P06280; 0.008% of 240,000 active;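 note: potency is the fitted concentration of half-maximal effect; 0% = enzyme with vehicle and -100% = no enzyme basal signal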
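Human spleen homogenate (1 ug) as enzyme source, 4-methylumbelliferyl-alpha-D-galactopyranoside 1 mM final, citrate/phosphate pH 5.0 with 0.01% Tween-20. Compounds 40 min at 37C, NaOH/glycine stop; fluorescence Ex 365/Em 440, Hill-fit AC50.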
Numbers without * were called inactive; [ ] = dose if it differs, or a comment. Unless noted, calls come from the whole dose curve; as a rule, active = well fitted curve in the direction sought with a large enough effect; inconclusive = small, poorly fitted or top-dose-only effect, or another doubt; inactive = no such curve, though single readings can be large; an effect the other way counts as inactive or inconclusive. These rows are one share of the data; rates above refer to the full screens.

Results for CCCCN1C(=O)C(O)=C(C(C)=O)C1c1ccccc1[N+](=O)[O-] (stereo not given) ?
NPSR antagonist: 11%; Tau fibril FP: 5%; Epigenetic reg: 2.8%[10.1 µM]; CBFb RUNX1 block: -3%; TexasRed fluor: 3%; TRb-SRC2 inh: 1%; Tau fluor counter: 5%; aGal spleen mod: 4%

How did CN(C1CCCCC1)S(=O)(=O)c1ccc(S(=O)(=O)N2CCCC2)cc1 do in these assays?
NPSR antagonist: -9%[46.1 µM]; Tau fibril FP: 15%; Epigenetic reg: -0.8%; CBFb RUNX1 block: 13%; TexasRed fluor: -1%; TRb-SRC2 inh: 7%; Tau fluor counter: -3%; aGal spleen mod: 3%

What do the screens show for `Cc1ccc(CNC(=O)CN2C(=O)COc3ccccc32)cc1`?
Tau fibril FP: -3%; Epigenetic reg: 2.0%; TexasRed fluor: -1%; TRb-SRC2 inh: 1%; Tau fluor counter: -1%

What do the screens show for `COc1cccc(Cn2nnc(C(=O)Nc3cc(Cl)ccc3OC)c2N)c1`?
NPSR antagonist: -21%[46.1 µM]; Tau fibril FP: inconclusive; Epigenetic reg: 0.8%; CBFb RUNX1 block: -1%; TexasRed fluor: 1%; TRb-SRC2 inh: -8%; Tau fluor counter: inconclusive; aGal spleen mod: 8%

What do the screens show for `CC(C)c1nc(SCC(=O)N2c3ccccc3CC2C)c2ccccc2n1` (stereo not given)?
NPSR antagonist: -10%[46.1 µM]; Tau fibril FP: inconclusive; Epigenetic reg: 0.6%; CBFb RUNX1 block: 16%; TexasRed fluor: 0%; TRb-SRC2 inh: 2%; Tau fluor counter: -23%; aGal spleen mod: -4%

Results for O=C1CCN(S(=O)(=O)c2ccccc2)CCN1CCOCc1ccc(F)cc1 ?
NPSR antagonist: 11%; Tau fibril FP: -4%; Epigenetic reg: 1.1%; CBFb RUNX1 block: 17%; TexasRed fluor: -1%; TRb-SRC2 inh: 3%; Tau fluor counter: -1%; aGal spleen mod: 0%

What do the screens show for `COc1ccc(C2NCCc3sccc32)cc1` (stereo not given)?
NPSR antagonist: 8%; Tau fibril FP: 3%; Epigenetic reg: -1.3%; CBFb RUNX1 block: 1%; TexasRed fluor: 0%; TRb-SRC2 inh: 1%; Tau fluor counter: 7%; aGal spleen mod: -3%

What do the screens show for `Cc1ccc(Cn2nc(C)c(NC(=O)c3cc(-c4ccc5c(c4)OCO5)on3)c2C)cc1`?
NPSR antagonist: -27%[46.1 µM]; Tau fibril FP: 4%; Epigenetic reg: 1.2%; CBFb RUNX1 block: 9%; TexasRed fluor: 4%; TRb-SRC2 inh: 8%; Tau fluor counter: 3%; aGal spleen mod: 3%

Results for Cn1c(NCCCCO)nc2c1c(=O)n(Cc1ccc(Cl)cc1)c(=O)n2C ?
Tau fibril FP: 13%; Epigenetic reg: -1.0%; TexasRed fluor: -9%; TRb-SRC2 inh: 1%; Tau fluor counter: -26%

What do the screens show for `O=C(CCN1C(=O)/C(=C/c2ccc3c(c2)OCO3)SC1=S)NNC(=O)c1cccnc1`?
NPSR antagonist: 3%; Tau fibril FP: inconclusive; Epigenetic reg: -0.6%; CBFb RUNX1 block: 6%; TexasRed fluor: -6%; TRb-SRC2 inh: -6%; Tau fluor counter: -1%; aGal spleen mod: 6%

How did CCC(C)(C)NC(=O)c1cc([N+](=O)[O-])ccc1N1CCCCC1 do in these assays?
NPSR antagonist: -16%; Tau fibril FP: 5%; Epigenetic reg: -1.2%; CBFb RUNX1 block: -19%; TexasRed fluor: -2%; TRb-SRC2 inh: -5%; Tau fluor counter: -5%; aGal spleen mod: 2%

How did CCC(=O)OCC(=O)Nc1ccc(OC)cc1[N+](=O)[O-] do in these assays?
NPSR antagonist: 16%; Tau fibril FP: -3%; Epigenetic reg: 0.1%; CBFb RUNX1 block: 4%; TexasRed fluor: 2%; TRb-SRC2 inh: 2%; Tau fluor counter: -5%; aGal spleen mod: 2%

How did O=C(NC(=S)Nc1ccc(S(=O)(=O)N2CCCC2)cc1)c1cccs1 do in these assays?
NPSR antagonist: 10%; Tau fibril FP: -1%; Epigenetic reg: 3.0%; CBFb RUNX1 block: 12%; TexasRed fluor: 1%; TRb-SRC2 inh: 10%; Tau fluor counter: 6%; aGal spleen mod: 9%

What do the screens show for `Cc1ccc(C(=O)N/C(=C\c2ccc(-c3ccc(Br)cc3)o2)C(=O)NCCCN(C)C)cc1`?
NPSR antagonist: -42%; Tau fibril FP: 7%; Epigenetic reg: -0.2%; CBFb RUNX1 block: 2%; TexasRed fluor: -1%; TRb-SRC2 inh: 11%; Tau fluor counter: -11%; aGal spleen mod: 6%

How did O=C(NC(=S)NCCN1CCOCC1)c1ccc(Cl)cc1Cl do in these assays?
NPSR antagonist: 2%[46.1 µM]; Tau fibril FP: 5%; Epigenetic reg: 1.6%; CBFb RUNX1 block: -6%; TexasRed fluor: -6%; TRb-SRC2 inh: -5%; Tau fluor counter: -8%; aGal spleen mod: 3%

What do the screens show for `C=C(C)C1CC=C(C)/C(=N/NC(=O)COc2cccc3ccccc23)C1` (stereo not given)?
NPSR antagonist: -15%[46.1 µM]; Tau fibril FP: 6%; Epigenetic reg: 2.3%; CBFb RUNX1 block: 9%; TexasRed fluor: 1%; TRb-SRC2 inh: 5%; Tau fluor counter: 6%; aGal spleen mod: 8%

What do the screens show for `Cc1ccc(CSC2=Nc3ccccc3C3=NC(CCC(=O)NC4CCCCC4)C(=O)N23)cc1` (stereo not given)?
Tau fibril FP: 2%; Epigenetic reg: -0.5%; TexasRed fluor: 3%; TRb-SRC2 inh: 6%; Tau fluor counter: 5%

How did Cc1nc2c(-c3ccccc3)c(C)nn2c(C)c1CCC(=O)NCc1ccccc1Cl do in these assays?
Tau fibril FP: 4%; Epigenetic reg: -1.1%; TexasRed fluor: -1%; TRb-SRC2 inh: -4%; Tau fluor counter: -11%

How did Cc1oc2ncnc(N3CCOCC3)c2c1C(=O)N(Cc1ccccc1)C(C)C do in these assays?
Tau fibril FP: 2%; Epigenetic reg: 0.0%; TexasRed fluor: inconclusive; TRb-SRC2 inh: -1%; Tau fluor counter: 3%

Results for CCOC(=O)c1ccc(Nc2ncnc3ccccc23)cc1 ?
NPSR antagonist: -26%; Tau fibril FP: 9%; Epigenetic reg: 0.0%; CBFb RUNX1 block: 8%; TexasRed fluor: -2%; TRb-SRC2 inh: -2%; Tau fluor counter: 1%; aGal spleen mod: 1%

Results for COc1ccc(CC(=O)N/N=C/C=C/c2ccc3c(c2)OCO3)cc1OC ?
NPSR antagonist: 20%; Tau fibril FP: -14%; Epigenetic reg: 0.4%; CBFb RUNX1 block: -6%; TexasRed fluor: -3%; TRb-SRC2 inh: -2%; Tau fluor counter: -17%; aGal spleen mod: 6%

How did COc1cc(C(c2sc3nc(C)nn3c2O)N2CCC3(CC2)OCCO3)cc(OC)c1OC (stereo not given) do in these assays?
NPSR antagonist: 4%[46.1 µM]; Tau fibril FP: 9%; Epigenetic reg: 2.1%; CBFb RUNX1 block: -1%; TexasRed fluor: -3%; TRb-SRC2 inh: -5%; Tau fluor counter: -2%; aGal spleen mod: 3%

How did Cc1cc(C(C)(C)C)cc(C)c1COC(=O)C1CCC(=O)N1 (stereo not given) do in these assays?
NPSR antagonist: -4%[46.1 µM]; Tau fibril FP: 9%; Epigenetic reg: -1.8%; CBFb RUNX1 block: 7%; TexasRed fluor: -2%; TRb-SRC2 inh: 5%; Tau fluor counter: 0%; aGal spleen mod: 1%

How did CCOC(=O)Cn1nc(C)n(-c2ccc(C(C)(C)C)cc2)c1=O do in these assays?
NPSR antagonist: 0%[46.1 µM]; Tau fibril FP: -5%; Epigenetic reg: -1.1%; CBFb RUNX1 block: -2%; TexasRed fluor: -3%; TRb-SRC2 inh: -2%; Tau fluor counter: -3%; aGal spleen mod: 3%

Results for O=C(N/N=C/c1cccc([N+](=O)[O-])c1O)c1cccs1 ?
NPSR antagonist: -6%; Tau fibril FP: 15%; Epigenetic reg: 0.0%; CBFb RUNX1 block: inconclusive; TexasRed fluor: -4%; TRb-SRC2 inh: 7%; Tau fluor counter: -12%; aGal spleen mod: 2%

Results for COc1ccccc1CNC(=O)c1ccccc1N(C)S(C)(=O)=O ?
NPSR antagonist: 1%[46.1 µM]; Tau fibril FP: 2%; Epigenetic reg: 0.1%; CBFb RUNX1 block: 3%; TexasRed fluor: -4%; TRb-SRC2 inh: 1%; Tau fluor counter: -4%; aGal spleen mod: -3%

Results for CCOC(=O)c1c(C)[nH]c(CCC(=O)NCc2ccc(F)cc2)c1C ?
Tau fibril FP: -8%; Epigenetic reg: -2.2%; TexasRed fluor: -1%; TRb-SRC2 inh: -3%; Tau fluor counter: -6%

How did CN(C)/C=C(\C#N)S(=O)(=O)c1ccccc1 do in these assays?
NPSR antagonist: 8%; Tau fibril FP: -5%; Epigenetic reg: -1.2%; CBFb RUNX1 block: 1%; TexasRed fluor: -2%; TRb-SRC2 inh: 2%; Tau fluor counter: -1%; aGal spleen mod: 0%

How did O=C1NC(=O)[C@@H]2C3c4ccccc4C=CN3[C@H](C(=O)c3cccs3)[C@H]12 (stereo not given in full) do in these assays?
NPSR antagonist: -15%[46.1 µM]; Tau fibril FP: inconclusive; Epigenetic reg: -1.6%; CBFb RUNX1 block: 6%; TexasRed fluor: 3%; TRb-SRC2 inh: -1%; Tau fluor counter: -26%; aGal spleen mod: -3%

How did O=C(Nc1ccc(F)cc1F)C1CCN(c2ncccn2)CC1 do in these assays?
Tau fibril FP: -2%; Epigenetic reg: -3.7%; TexasRed fluor: -1%; TRb-SRC2 inh: 1%; Tau fluor counter: -2%

2 records picked at random from the list so far:
Results for O=C(N/N=C/c1cccc([N+](=O)[O-])c1O)c1cccs1 ?
NPSR antagonist: -6%; Tau fibril FP: 15%; Epigenetic reg: 0.0%; CBFb RUNX1 block: inconclusive; TexasRed fluor: -4%; TRb-SRC2 inh: 7%; Tau fluor counter: -12%; aGal spleen mod: 2%

Results for COc1ccccc1CNC(=O)c1ccccc1N(C)S(C)(=O)=O ?
NPSR antagonist: 1%[46.1 µM]; Tau fibril FP: 2%; Epigenetic reg: 0.1%; CBFb RUNX1 block: 3%; TexasRed fluor: -4%; TRb-SRC2 inh: 1%; Tau fluor counter: -4%; aGal spleen mod: -3%

Screens from PubChem.
